Assay outcomes from PubChem BioAssay.
HKDC1 inh: HKDC1 (human) hexokinase inhibition | 0.16% of 340,000 active | recombinant HKDC1, G6PDH/diaphorase resazurin coupled fluorescence | inhibition, % at 20 µM | Q2TB90;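 active means inhibition above about 35% when tested at 20 µM, limit read from the data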;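 further: plate controls were DMSO wells with enzyme for no effect and DMSO wells lacking enzyme for full effect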
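Test system: Recombinant HKDC1 (HK5) hexokinase enzyme, produced in-house | Input: HKDC1 at 5 µg/mL | Buffer or medium: Tris pH 8.0 buffer with MgCl2, Tween-20, BSA, BME | Schedule: 90 min reaction incubation at room temperature, dark | Technique: Resazurin-to-resorufin fluorescence via G6PDH and diaphorase coupling, 525/613 nm | Controls: DMSO wells with and without enzyme mix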
PfG6PD inh: PfG6PD (Plasmodium falciparum) enzyme inhibition | PfGluPho enzyme, NADPH resazurin-diaphorase fluorescence | inhibition, % at 20 µM | 0.78% of 350,000 active | AID 504690;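 active means inhibition reaching at least a set limit at 20 µM in the primary screen, cut at about 59% in these data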;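 further: 0% = DMSO wells with substrate and 100% = DMSO wells lacking glucose-6-phosphate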
GRIN3A LBD mod: NR3A (human) ligand-binding domain modulation | NR3A LBD differential scanning fluorimetry, Tm shift; 0% = protein alone, 100% = glycine-bound protein | 2.5% of 340,000 active | Tm shift relative to glycine control, % at 25 µM;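 active means melting temperature shift of at least 10% of the positive control shift, at one fixed dose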
SENP7 inh: SENP7 protease inhibition | AID 434973 | recombinant SENP7, Z-RLRGG-aminoluciferin luminescence, 40 min | Q9BQF6 | 1.5% of 330,000 active | inhibition, % at 5 µM;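 active means inhibition above about 50% at the single test dose, limit read from the data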;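 further: plate controls were DMSO with enzyme for no effect and no enzyme buffer wells for full effect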
Target sequence (Q9BQF6 706-1050 limits assumed): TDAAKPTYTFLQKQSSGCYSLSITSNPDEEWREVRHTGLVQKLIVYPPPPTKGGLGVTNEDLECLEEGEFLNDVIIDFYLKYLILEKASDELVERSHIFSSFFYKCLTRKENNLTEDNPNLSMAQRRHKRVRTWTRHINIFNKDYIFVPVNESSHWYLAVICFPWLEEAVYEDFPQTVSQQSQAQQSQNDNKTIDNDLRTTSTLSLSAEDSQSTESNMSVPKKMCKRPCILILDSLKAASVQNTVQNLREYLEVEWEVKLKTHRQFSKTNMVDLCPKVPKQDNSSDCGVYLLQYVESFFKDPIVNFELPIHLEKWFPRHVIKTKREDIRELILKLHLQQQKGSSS
SENP6 inh: SENP6 protease inhibition; inhibition, % at 10 µM; 1.8% of 330,000 active; Recombinant SENP6 catalytic domain, aminoluciferin luminescence; AID 2599; Q9GZR1;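 active means inhibition above about 50% at the single tested dose, limit read from the data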;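 further: plate controls were DMSO wells with enzyme for no effect and DMSO wells lacking enzyme for full effect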
MPTP inh: inhibitors of mitochondrial permeability transition pore | inhibition, % at 10 µM | 1.4% of 360,000 active | isolated mouse mitochondria, Ca2+ swelling absorbance, 30 min;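 active means inhibition of 50% or more, scaled per plate between neutral and stimulator controls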;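 further: 0% = DMSO wells given calcium and 100% = 1 mM EGTA wells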
ATG4B inhibitor: inhibitors of human ATG4B cysteine protease. 0.51% of 340,000 active. ATG4B cleavage of LC3-PLA2, NBD-HPC fluorescence, 1 h. AID 504462. inhibition, % at 8.33 µM; in the data active means inhibition above about 40%
Target sequence (Q9Y4P1 whole entry, looked up): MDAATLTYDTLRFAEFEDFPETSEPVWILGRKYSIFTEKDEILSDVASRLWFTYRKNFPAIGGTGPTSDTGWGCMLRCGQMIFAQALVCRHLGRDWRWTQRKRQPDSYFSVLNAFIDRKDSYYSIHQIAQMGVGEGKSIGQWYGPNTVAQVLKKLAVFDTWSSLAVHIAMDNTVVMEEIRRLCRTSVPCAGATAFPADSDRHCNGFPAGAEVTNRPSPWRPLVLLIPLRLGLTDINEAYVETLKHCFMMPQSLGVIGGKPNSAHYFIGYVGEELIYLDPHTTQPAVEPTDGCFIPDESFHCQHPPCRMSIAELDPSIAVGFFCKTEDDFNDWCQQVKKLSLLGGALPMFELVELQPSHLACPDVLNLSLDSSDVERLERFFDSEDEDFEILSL
SENP8 block: SENP8 (human) protease inhibition | Q96LD8 | recombinant SENP8, Nedd8 substrate fluorescence | inhibition, % at 20 µM | 0.64% of 360,000 active; in the data active means inhibition mostly above about 40%, no sharp cut-off; inactive means mostly below about 27%
Target sequence (Q96LD8 whole entry, looked up): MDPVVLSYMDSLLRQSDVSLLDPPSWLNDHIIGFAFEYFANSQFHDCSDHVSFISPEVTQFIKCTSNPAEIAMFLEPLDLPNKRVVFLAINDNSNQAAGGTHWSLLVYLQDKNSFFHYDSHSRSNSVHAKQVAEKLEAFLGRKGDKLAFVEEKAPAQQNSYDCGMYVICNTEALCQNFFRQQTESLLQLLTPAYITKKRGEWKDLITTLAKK
* marks the source's active call; other numbers are inactive results; / = not tested or not shown.

Start of the listing, in advance (12 entries):
SMILES | HKDC1 inh | PfG6PD inh | GRIN3A LBD mod | SENP7 inh | SENP6 inh | MPTP inh | ATG4B inhibitor | SENP8 block
COc1cc(OC)cc(C(=O)OCC(=O)NC(C)CCc2ccccc2)c1 (stereo unspecified) | -1 | -9 | -1 | -13 | -22 | 0.1 | -3 | 8
CCSc1ccccc1-c1nc(-c2ccncc2)no1 | -3 | 9 | -1 | 8 | -9 | 0.9 | -9 | -62
CC(=O)/C=C(\C)Nc1ccc(-c2cnc(-c3ccccc3)o2)cc1 | -5 | 17 | 2 | 72* | 76* | 0.7 | -6 | -492
CCCCN(C(=O)c1ccc(C)c(S(=O)(=O)N2CCOCC2)c1)c1c(N)n(CCCC)c(=O)[nH]c1=O | -3 | 1 | -1 | -1 | -4 | -0.3 | 7 | -13
CC(=C1C(=O)c2ccccc2C1=O)N1CCc2ccccc2C1 | 13 | -17 | 2 | 11 | 24 | 0.8 | -1 | 28
COc1cc2c(cc1OC)C(COc1ccc(F)cc1)NCC2 (stereo unspecified) | -5 | 3 | 271* | -17 | -22 | 0.2 | 0 | -333
O=C(OCC12CC3CC(CC(C3)C1)C2)c1ccc(NCc2cc(O)ccc2O)cc1 | 3 | 43 | 12* | / | / | 1.3 | 23 | 15
COc1ccccc1-c1cc(C(F)(F)F)nc(S(=O)(=O)CCCC(=O)Nc2cc(C)on2)n1 | 3 | 15 | 5 | -4 | -15 | -3.1 | -9 | -367
O=C(NCCC(=O)N1CCN(S(=O)(=O)c2ccccc2)CC1)c1ccc(Br)cc1 | -2 | -3 | -3 | 3 | 1 | -2.0 | 5 | 4
O=C(Nc1nccs1)c1ccc2nccnc2c1 | 10 | 6 | -1 | -3 | -9 | -0.3 | -5 | -16
CN(C)c1ccc(C(=O)Nc2cccc(S(=O)(=O)NC3=NCCCCC3)c2)cc1 | -5 | 16 | 0 | 4 | -29 | -2.2 | -6 | -91
Cc1ccccc1NS(=O)(=O)c1cc(C(=O)N2CCc3ccccc3C2)ccc1C | 2 | -3 | -1 | -6 | -4 | -0.1 | 10 | 11

The listing, previewed entries included:
SMILES | HKDC1 inh | PfG6PD inh | GRIN3A LBD mod | SENP7 inh | SENP6 inh | MPTP inh | ATG4B inhibitor | SENP8 block
COc1cc(OC)cc(C(=O)OCC(=O)NC(C)CCc2ccccc2)c1 (stereo unspecified) | -1 | -9 | -1 | -13 | -22 | 0.1 | -3 | 8
CCSc1ccccc1-c1nc(-c2ccncc2)no1 | -3 | 9 | -1 | 8 | -9 | 0.9 | -9 | -62
CC(=O)/C=C(\C)Nc1ccc(-c2cnc(-c3ccccc3)o2)cc1 | -5 | 17 | 2 | 72* | 76* | 0.7 | -6 | -492
CCCCN(C(=O)c1ccc(C)c(S(=O)(=O)N2CCOCC2)c1)c1c(N)n(CCCC)c(=O)[nH]c1=O | -3 | 1 | -1 | -1 | -4 | -0.3 | 7 | -13
CC(=C1C(=O)c2ccccc2C1=O)N1CCc2ccccc2C1 | 13 | -17 | 2 | 11 | 24 | 0.8 | -1 | 28
COc1cc2c(cc1OC)C(COc1ccc(F)cc1)NCC2 (stereo unspecified) | -5 | 3 | 271* | -17 | -22 | 0.2 | 0 | -333
O=C(OCC12CC3CC(CC(C3)C1)C2)c1ccc(NCc2cc(O)ccc2O)cc1 | 3 | 43 | 12* | / | / | 1.3 | 23 | 15
COc1ccccc1-c1cc(C(F)(F)F)nc(S(=O)(=O)CCCC(=O)Nc2cc(C)on2)n1 | 3 | 15 | 5 | -4 | -15 | -3.1 | -9 | -367
O=C(NCCC(=O)N1CCN(S(=O)(=O)c2ccccc2)CC1)c1ccc(Br)cc1 | -2 | -3 | -3 | 3 | 1 | -2.0 | 5 | 4
O=C(Nc1nccs1)c1ccc2nccnc2c1 | 10 | 6 | -1 | -3 | -9 | -0.3 | -5 | -16
CN(C)c1ccc(C(=O)Nc2cccc(S(=O)(=O)NC3=NCCCCC3)c2)cc1 | -5 | 16 | 0 | 4 | -29 | -2.2 | -6 | -91
Cc1ccccc1NS(=O)(=O)c1cc(C(=O)N2CCc3ccccc3C2)ccc1C | 2 | -3 | -1 | -6 | -4 | -0.1 | 10 | 11
O=C(Nc1ccc(O)c(-c2nc3ccccc3o2)c1)C1(c2ccc(Br)cc2)CCCC1 | -8 | 25 | 0 | 0 | -19 | 12 | 3 | -120
CC1=C(C(=O)OCc2ccccc2)C(/C=C/c2ccccc2)NC(=S)N1 (stereo unspecified) | 1 | 17 | 7 | 2 | 7 | 2.1 | 27 | 6
Cc1ccc(CC2C(=O)N(CC(=O)O)C(=O)C2C)cc1 (stereo unspecified) | 1 | -10 | 0 | -15 | -13 | -1.6 | -3 | 17
CC1CCN(c2ncnc3c2cnn3-c2ccccc2)CC1 | -2 | -3 | 0 | -5 | 11 | -0.7 | 2 | -6
CCOC(=O)C1=C(O)C(=O)NC(c2ccccc2)=C(OCC)C1 | -10 | -8 | 0 | 3 | -3 | -1.0 | -2 | -23
Cc1ccc(CCN2CC(C(=O)NCCCOC(C)C)CC2=O)cc1 (stereo unspecified) | -10 | -10 | -1 | -12 | -14 | 0.8 | 5 | 13
Cc1ccc([N+](=O)[O-])cc1NC(=O)c1ccoc1C | -5 | 2 | -3 | 4 | -5 | -0.1 | -9 | 17
O=S(=O)(c1ccc(Cl)c(C(F)(F)F)c1)N1CCN(c2ccccn2)CC1 | -5 | -15 | -3 | -10 | -13 | -0.5 | 8 | 5
Cc1ccccc1C1NC(=S)NC2=C1C(=O)CC(C)(C)C2 (stereo unspecified) | -15 | 4 | 0 | -3 | -17 | 0.3 | -6 | 25
O=C1CC(c2ccccc2)C(=O)N1c1cccc(O)c1 (stereo unspecified) | -1 | 1 | 3 | 3 | -1 | -0.1 | -7 | 8
O=C1Nc2ccc(NS(=O)(=O)c3cccs3)c3cccc1c23 | 15 | 58 | 1 | -14 | 1 | -5.3 | 0 | -32
Cn1c(SCC(=O)NCC2CCCO2)nnc1-c1c[nH]c2ccccc12 (stereo unspecified) | -3 | 2 | 0 | 2 | -20 | -1.3 | -4 | 23

An excerpt of these results, with tabs:
smiles	HKDC1 inh	PfG6PD inh	GRIN3A LBD mod	SENP7 inh	SENP6 inh	MPTP inh	ATG4B inhibitor	SENP8 block
CC1CCN(c2ncnc3c2cnn3-c2ccccc2)CC1	-2	-3	0	-5	11	-0.7	2	-6
CCOC(=O)C1=C(O)C(=O)NC(c2ccccc2)=C(OCC)C1	-10	-8	0	3	-3	-1.0	-2	-23

(list continues)
SMILES | HKDC1 inh | PfG6PD inh | GRIN3A LBD mod | SENP7 inh | SENP6 inh | MPTP inh | ATG4B inhibitor | SENP8 block
CC(C)C1Oc2cc3oc(=O)ccc3cc2C1=O (stereo unspecified) | 1 | -20 | 0 | 2 | 14 | -0.2 | -3 | -451
CCCn1ncc(CN2CCC(n3nccc3NC(=O)CCc3ccccc3)CC2)c1C | 2 | 13 | 0 | -3 | -6 | -0.8 | -2 | 7
Fc1ccc(-c2ccnc(=S)[nH]2)cc1 | -2 | 44 | 4 | -11 | -25 | -2.5 | 2 | 2
COC(=O)C(Cc1ccccc1)NC(=O)CCNC(=O)c1ccc(Br)cc1 (stereo unspecified) | -3 | -20 | 1 | -9 | 18 | -0.4 | -3 | 8
CN(CC(=O)Nc1cccc(F)c1)C(=O)c1ccccc1-n1cnnn1 | -3 | -10 | -2 | -13 | -12 | 0.4 | 2 | 9
Cc1oc(-c2cccc(Cl)c2)nc1CN1CCC(C(=O)NCCCN2CC(C)CC(C)C2)CC1 (stereo unspecified) | -2 | 0 | 1 | 1 | 13 | 14 | -5 | 18
CC(C)(C)c1cc(NC(=O)c2ccc(OC3CCCC3)cc2)no1 | -9 | -8 | 15* | -8 | -8 | 2.1 | -10 | 3
O=C(c1ccc(S(=O)(=O)Nc2ccccc2)cc1)N1CCCCCCC1 | -4 | 8 | -1 | -17 | 10 | 0.6 | -3 | 12
Cc1cnc(C(=O)OCC(=O)c2ccc(Cl)cc2)cn1 | -3 | -8 | 1 | 0 | 4 | -0.7 | -2 | 2
COc1cccc(NC(=O)COc2ccc3c(c2)CCC3)c1 | -7 | 9 | -2 | 18 | 26 | 0.6 | 4 | 10
O=C(Nc1nc2ccc(S(=O)(=O)N3CCCC3)cc2s1)c1ccccn1 | -4 | -13 | -4 | 5 | -5 | -1.6 | -11 | -63
Cn1c(=O)c(C(=O)CN2CCN(Cc3ccc4c(c3)OCO4)CC2)c(N)n(Cc2ccccc2)c1=O | -8 | -12 | -1 | -1 | -11 | 3.1 | 0 | 14
O=C(Nc1cccc2ccccc12)N1CCN(c2ncccn2)CC1 | 22 | -4 | 0 | 6 | -8 | 0.7 | 3 | -270
O=C(CN1C(=O)COc2ccccc21)NCc1ccc(C(=O)O)cc1 | 4 | 2 | -2 | 0 | 8 | -2.4 | -2 | 20
Cc1c(C(=O)N2CCN(CCc3ccccc3)CC2)oc2ccccc12 | -9 | 2 | 1 | 7 | 1 | -0.5 | 1 | 1
CCCCNC(=O)C1CCC(CNc2c(N3CCC(C)CC3)c(=O)c2=O)CC1 (stereo unspecified) | -1 | -2 | -2 | 7 | -7 | 1.7 | -5 | 34
Cc1cc(CNC(=O)COc2cc(F)ccc2[N+](=O)[O-])c2ccccc2n1 | -6 | -8 | -1 | 2 | -13 | 8.9 | 3 | 11
COc1ccc(CSc2nnnn2C)cc1F | -3 | -3 | 2 | 6 | -7 | -1.6 | -7 | 8
CCOC(=O)Nc1cc(C(=O)OC)cc(C(=O)OC)c1 | -5 | -7 | 2 | 3 | -14 | -2.0 | -3 | 12
O=C(NNC(=O)c1cccnc1SCc1cccc([N+](=O)[O-])c1)c1ccccn1 | -30 | -38 | 18* | -10 | -21 | -3.1 | 0 | 18
CC(C)c1ccc(S(=O)(=O)Nc2ccc3c(c2)OCO3)cc1 | 0 | -17 | 0 | 5 | 7 | 1.4 | -4 | 12
O=C(CN1CCCC1c1cccs1)Nc1cc(S(=O)(=O)N2CCCCC2)ccc1Cl (stereo unspecified) | -3 | 6 | -3 | / | / | -1.2 | 3 | 8
CCOc1ccc(NC(=O)Cn2cc(C(C)=O)c3ccccc32)cc1 | -6 | -6 | -7 | 2 | 6 | 0.9 | 7 | 15
C=CCSc1n[nH]c(=O)n1-c1cccc(C(F)(F)F)c1 | -1 | 3 | 0 | 4 | -3 | 1.1 | 0 | 14
Cc1nc(SCc2nc3c(F)cccc3[nH]2)c2oc3ccccc3c2n1 | -5 | 0 | -4 | -2 | -22 | 2.5 | 10 | -1
COc1cccc(NC(=O)NC2(C(F)(F)F)Oc3ccccc3O2)c1 | 4 | 11 | -2 | 4 | -7 | 97* | 2 | 17
CC(=O)N1CCN(C(=O)c2cc(=O)c3ccccc3o2)CC1 | -7 | -6 | -3 | -6 | -9 | -1.0 | -12 | -2
OCCNc1nc(-c2cccnc2)nc2ccccc12 | 1 | 11 | 1 | 9 | -25 | 0.3 | -3 | -19
CC1CCCN(Cc2nc3c(c(=O)n(C)c(=O)n3C)n2CCc2ccccc2)C1 (stereo unspecified) | -4 | -9 | -2 | 3 | -23 | -2.4 | -5 | 14
